# From PubChem
# KAT2A inh: inhibitors of human GCN5L2 histone acetyltransferase; Q92830; GCN5L2 HAT assay, ThioGlo1 CoA-SH fluorescence; Potency, µM (top dose mostly 58.9 µM), for the others: top-dose activity change, negative = inhibition, most hits filed as inhibitors; 390,000 tested, 0.21% active; AID 504327
# Target sequence (Q92830 whole entry, looked up): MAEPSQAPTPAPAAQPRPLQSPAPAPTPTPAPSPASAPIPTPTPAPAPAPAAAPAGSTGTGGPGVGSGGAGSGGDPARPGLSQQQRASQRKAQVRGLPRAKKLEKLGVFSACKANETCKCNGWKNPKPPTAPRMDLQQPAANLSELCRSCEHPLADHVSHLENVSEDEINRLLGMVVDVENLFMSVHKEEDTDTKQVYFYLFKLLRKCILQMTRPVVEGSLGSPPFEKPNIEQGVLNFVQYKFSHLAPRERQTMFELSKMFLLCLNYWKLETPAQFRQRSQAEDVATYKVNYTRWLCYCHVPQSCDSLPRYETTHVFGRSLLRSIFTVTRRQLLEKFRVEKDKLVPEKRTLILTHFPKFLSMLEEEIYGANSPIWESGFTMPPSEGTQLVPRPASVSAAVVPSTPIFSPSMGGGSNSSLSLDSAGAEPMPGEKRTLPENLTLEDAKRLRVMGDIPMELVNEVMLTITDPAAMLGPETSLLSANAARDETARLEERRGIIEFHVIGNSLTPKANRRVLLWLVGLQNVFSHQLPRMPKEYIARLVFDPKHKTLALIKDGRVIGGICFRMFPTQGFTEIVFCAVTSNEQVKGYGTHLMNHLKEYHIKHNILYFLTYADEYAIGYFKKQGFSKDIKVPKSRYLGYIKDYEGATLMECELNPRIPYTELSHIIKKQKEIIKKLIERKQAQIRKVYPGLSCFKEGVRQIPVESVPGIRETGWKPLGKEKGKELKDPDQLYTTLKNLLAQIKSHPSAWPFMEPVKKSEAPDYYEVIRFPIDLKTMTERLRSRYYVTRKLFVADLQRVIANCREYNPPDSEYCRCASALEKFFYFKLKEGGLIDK
#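 Compounds, pin-transferred from DMSO stocks, meet 20nM GCN5L2 for 15 min before the reaction begins with H3(1-25) peptide (75uM) and acetyl-CoA (70uM). Thiol-reactive ThioGlo1 reports CoA release over 20 min at room temperature.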
# DT40 TDP1 no CPT: qHTS for Inhibitors of human tyrosyl-DNA phosphodiesterase 1 (TDP1): qHTS in cells in absence of CPT; DT40 Tdp1-/- hTDP1 cells, no CPT, ATP luminescence, 48 h; Potency, µM (series often up to 46.2 µM), inactives show top-dose activity change, negative = growth inhibition, usual class: inhibitors; 420,000 tested, 15% active; note: nearly all actives have a fitted effect of over 55% in size
#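 Stably hTDP1-transfected Tdp1-null chicken DT40 cells were treated with library compounds minus camptothecin and grown for at least 48 hr at 37 °C, after which cellular ATP was quantified by luminescence.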
# TDP1 cell CPT: growth inhibition of DT40 Tdp1-/-;hTDP1 cells with camptothecin (screen for TDP1 inhibitors) | chicken DT40 Tdp1-/-;hTDP1 cells + 20 nM CPT, ATP luminescence, 48 h | Potency, µM (doses to about 46.2 µM), for inactives: top-dose activity change, negative = growth inhibition, most hits filed as inhibitors | 420,000 tested, 12% active | AID 686979; note: nearly all actives have a fitted effect of over 55% in size
#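 Chicken DT40 Tdp1-/- cells stably complemented with human TDP1 were seeded at 400 cells/well in medium containing 20 nM camptothecin, exposed to pin-transferred compounds, and grown at 37 °C for at least 48 hr. Viability was read as ATP luminescence.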
# * marks the source's active call; other numbers are inactive results; ? = inconclusive; . = not tested or not shown; & = joins results of further samples; [ ] = another dose, or the depositor's remark. Calls come from the whole dose curve; as a rule, active = well fitted curve in the direction sought with a large enough effect; inconclusive = small, poorly fitted or top-dose-only effect, or another doubt; inactive = no such curve, though single readings can be large; an effect the other way counts as inactive or inconclusive. % is set by controls: 0 for no effect and ±100 for the full control effect; potency is the fitted concentration of half-maximal effect.
SMILES	TDP1 cell CPT	DT40 TDP1 no CPT	KAT2A inh
CN(C)c1ccc(P(=O)(COc2ccc([N+](=O)[O-])cc2)c2ccc(N(C)C)cc2)cc1	?	20.6µM*	-4.9%
CN(C)C(=O)c1ccc(Cl)cc1[N+](=O)[O-]	4.3%	2.7%	-6.2%
O=C(CSc1nc2ccccc2c(=O)n1CCCC(=O)N1CCCC1)NCc1ccco1	-25.3%	-18.4%	-2.7%
COCCCNC(=O)CSc1nc2cc3c(cc2c(=O)n1CCCCCC(=O)NCCc1ccc(OC)c(OC)c1)OCO3	11.8%	-9.5%	-0.7%
CCn1ncc(Br)c1C(=O)Nc1ncc(C)s1	-5.6%	-19.6%	-0.5%
CSc1cccc(NC(=S)N2CCC(N(C)C(C)C)CC2)c1	7.1%	-2.8%	-0.7%
CC(C)n1c(SCC(=O)NCc2ccco2)nnc1C1CC1	-7.6%	-1.5%	-0.3%
COC(=O)[C@H](CCSC)NC(=O)Nc1ccc(OC)cc1OC	-5.3%	-15.5%	-5.7%
Cc1ccc(NC(=O)CC(C)c2ccccc2)cc1S(=O)(=O)N1CCOCC1 (stereo not given)	?	?	-0.2%
COCc1cc(C)nc(NC2CCCCC2)c1C#N	-0.4%	-23.7%	0.0%
O=C(Nc1nc(-c2ccc(F)c(F)c2)cs1)c1ccc(OCC2CCCO2)cc1 (stereo not given)	?	?	-7.5%
CC(=O)N1CCc2cc(S(=O)(=O)NCCC(=O)NC3CCCc4ccccc43)ccc21 (stereo not given)	-14.7%	-15.0%	-5.6%
COc1ccc(NC(=O)C23CCC(C)(C(=O)C2)C3(C)C)cc1 (stereo not given)	4.6%	-1.8%	-13.3%
O=C(CN1C(=O)CSc2ccc(S(=O)(=O)N3CCCC3)cc21)NCc1ccccc1Cl	?	-27.0%	-7.1%
COc1ccc(C(=O)OCC(=O)NC2CC2)cc1S(=O)(=O)N1CCOCC1	-0.2%	-6.7%	-8.6%
COc1ccccc1NC(=O)C1CCN(c2ncnc3c2nc2n3CCCCC2)CC1	23.1µM*	18.4µM*	-7.2%&-2.0%
Cc1ccc(-c2csc3ncnc(Nc4ccc(C(=O)O)cc4)c23)cc1	?	?	-28.7%&24.5%
CSCCC(c1nnnn1C(C)(C)C)N1CCN(C/C=C/c2ccccc2)CC1 (stereo not given)	?	?	.
O=[N+]([O-])c1ccc(C[n+]2cccc3ccccc32)cc1	?	?	-20.0%
CCOc1cccc(C2CC(=O)Nc3cc4c(cc32)OCCO4)c1 (stereo not given)	5.17µM*	5.8µM*	-2.8%
CC1CC(C)CN(C(=O)Cn2c(=O)n(CCCCC(=O)NC3CCCC3)c(=O)c3ccccc32)C1 (stereo not given)	-23.2%	?	-27.2%
COc1ccc(-c2cc(-c3ccccc3)nc(-c3ccc4c(c3)NC(=O)CO4)c2)cc1	?	?	0.1%
COc1ccccc1CN(CC(=O)NCc1ccc(F)cc1)C(=O)c1csnn1	-6.5%	-24.1%	0.6%
O=C1/C(=C/c2ccc(F)cc2)SC(=S)N1N1CCOCC1	-1.3%	-5.0%	-21.3%

# Overlap with the part before: two compounds, then new ones.
SMILES	TDP1 cell CPT	DT40 TDP1 no CPT	KAT2A inh
COc1ccccc1CN(CC(=O)NCc1ccc(F)cc1)C(=O)c1csnn1	-6.5%	-24.1%	0.6%
O=C1/C(=C/c2ccc(F)cc2)SC(=S)N1N1CCOCC1	-1.3%	-5.0%	-21.3%
O=C(Nc1cccc2ccccc12)N1CC=C(c2ccccc2)CC1	?	?	-1.8%[0.501 µM]
CNC(=O)c1ccsc1NC(=O)c1sc2ccccc2c1Cl	13µM*	?	-19.3%
O=C(Cc1ccccc1)NCCCNC(=O)Cc1ccccc1	5.4%	-0.5%	.
COc1ccc2c(c1)CCc1c(C(=O)NCc3ccco3)noc1-2	-4.5%	-2.1%	0.2%
O=C(NCCc1c[nH]c2ccccc12)C(=O)NCC(c1ccco1)N1CCN(c2ccc(F)cc2)CC1 (stereo not given)	-28.9%	-14.1%	-3.6%
COCCN1Cc2cc3cc(C)ccc3nc2SC1=Nc1cccc(OC)c1	?	0.1%	-14.4%
O=C1NC(=Nc2ccccc2Cl)SC1(CO)CO	-17.4%	4.0%	-7.8%
Nc1nc(Sc2ccc(C(F)(F)F)cc2[N+](=O)[O-])n[nH]1	-26.5%	-17.5%	-4.4%
CCCNC(=O)C1CCN(S(=O)(=O)c2cccc3nonc23)CC1	-16.9%	0.4%	1.0%
Cc1[nH]c(=O)[nH]c(=O)c1C=CC(=O)NC(CO)CS(=O)Cc1ccccc1 (stereo not given)	3.4%	-4.8%	.
Cc1cc(C)c2cc(CN(CCN3CCCC3)C(=O)Nc3ccc(F)cc3)c(=O)[nH]c2c1	14.6µM*	20.6µM*	-1.7%
CCc1nc(SCC(=O)O)c(C#N)c2c1CCCC2	-4.2%	-13.6%	-7.4%
O=c1oc2ccccc2cc1-c1csc(NN=C2CCCC2)n1	4.2%	?	-2.1%
CN(C)c1ccc(CC(=O)N2CCCCC2c2cc(C(=O)Nc3cccc(C#N)c3)no2)cc1 (stereo not given)	?	23.1µM*	.
COCCCNC(=S)NNC(=O)c1cc(C2CC2)nc2ccccc12	8.5%	-0.1%	-0.4%
O=C(O)c1ccc(-c2nnc(-c3cccc(Br)c3)o2)cc1	-22.6%	-28.9%	?
COc1ccccc1C(=O)NCCC(=O)Nc1ccc(S(=O)(=O)N2CC(C)CC(C)C2)cc1 (stereo not given)	?	?	-9.8%
Cc1c(CC(=O)N[C@@H](C)C(=O)O)c(=O)oc2cc3c(cc12)CCC(C)(C)O3	11.0%	-22.7%	-6.3%
CC(C)OCCCN(CC(O)c1ccccc1)CC(O)c1ccccc1 (stereo not given)	?	?	1.9%
Cn1c(N)c(C(=O)COC(=O)CNS(=O)(=O)c2cccc(Cl)c2)c(=O)n(C)c1=O	3.1%	9.0%	0.5%
COc1ccc(-n2c(Cc3cc(=O)[nH]c(=O)[nH]3)nnc2SCC(=O)Nc2ccccc2)cc1	17.2%	-2.7%	-4.9%
Cc1cc(C(=O)N/N=C/c2ccc(-c3cccc(Cl)c3Cl)o2)n[nH]1	?	?	16.4%
CCCn1nc(Oc2nc(NC(C)C)nc(N(C)C)n2)ccc1=O	10.8%	8.6%	-0.1%
COc1ccc(CN2CCCCCC2)cc1	-2.1%	12.3%	0.8%
CN1OC[C@@H]2CN(Cc3ccc(Cl)cc3)[C@H](c3cccc(Br)c3)C[C@@H]21	?	16.4µM*	.
Cc1cc2n(n1)C(c1ccc3c(c1)OCO3)Nc1c(C)cccc1-2 (stereo not given)	-0.4%	20.2%	-10.9%
Cc1cc(C(=O)COC(=O)C23CC4CC(CC(O)(C4)C2)C3)c(C)n1-c1c(C)n(C)n(-c2ccccc2)c1=O	-13.4%	-9.3%	-1.3%
COc1ccc(NC(=O)Nc2cc(F)ccc2C)cc1	?	?	-5.7%
COc1ccc(S(=O)(=O)Nc2ccc3c(c2)CCC3)cc1	?	?	-8.4%
CC(C)(C)[C@H]1C=C(C(=O)Nc2ccccc2)O[C@@H](OCCCCO)C1	?	?	.
COc1ccccc1NC(=O)Cn1c(=O)n(Cc2ccc3c(c2)OCO3)c(=O)c2oc3ccccc3c21	5.2%	-3.0%	2.2%
O=C1C=C(NCc2ccco2)C2(CCCCC2)O1	3.1%	-4.4%	2.0%
O=C(Nc1ncn[nH]1)c1ccc(Cl)c(S(=O)(=O)Nc2ccc(Cl)cc2)c1	?	-4.2%	0.7%
Nn1c(-c2ccccc2)nc2ccccc2c1=O	-0.9%	-3.1%	-3.3%
O=C(c1cc(Cl)cc(Cl)c1)N1CCC2CC1c1cc(N3CCCCC3)ccc12 (stereo not given)	?	20.6µM*	.
O=C(C(NS(=O)(=O)c1cccs1)c1ccccc1)N1CCN(c2ccccc2F)CC1 (stereo not given)	?	?	-12.3%
Nc1ncc(Br)cc1S(=O)(=O)NC1CCCCC1	-10.3%	-1.3%	-4.1%
NC(=O)COc1ccc(C(=O)/C=C2/C(=O)Nc3ccccc32)cc1	7.31µM*	2.91µM*	3.2%
CCOC(=O)c1ccc(NC(=S)N2CCCC(C(=O)OCC)C2)cc1 (stereo not given)	-4.6%	?	-15.0%
Cc1ccc(S(=O)(=O)NCCCCCC(=O)Nc2cccc(C)c2)cc1	-29.4%	?	1.9%
Cc1cccc(CSc2ccc3nnc(-c4cccs4)n3n2)c1	7.9%	-1.7%	-8.1%
Cc1cc(C(=O)CSc2nc3ccccc3[nH]2)c(C)n1C	?	?	-1.0%
CC(C)NC(=O)CN(Cc1ccccc1)S(=O)(=O)c1ccccc1	-0.8%	3.9%	-3.0%
CSc1ccccc1C(=O)Nc1cccc([N+](=O)[O-])c1	8.4%	-3.4%	-3.9%
Cc1ccc(NC(=O)C2=C(C(=O)O)CCCC2)cc1Br	31.8%[activator]	4.8%	3.7%
CC1=C(C(=O)N2CCOCC2)CC(CC(=O)NC(c2ccccc2)c2ccccc2)C(=O)N1CCC1=CCCCC1 (stereo not given)	?	?	.
CC(C)(C)c1ccc(OCC(O)CS(=O)(=O)c2ccccn2)cc1 (stereo not given)	?	-11.6%	0.3%
Cc1ccc(S(=O)(=O)N2CCCC(c3nc4c(nnn4Cc4ccc(OC(F)(F)F)cc4)c(=O)[nH]3)C2)cc1 (stereo not given)	-6.4%	-12.5%	-5.5%
CCOCCCNC(=O)C(c1ccc(OC)cc1)N(Cc1cccs1)C(=O)c1ccc(NC(C)=O)cc1 (stereo not given)	8.2µM*	11.6µM*	-3.4%
COc1ccc(N2CCC(CNC(=S)Nc3c(C)cc(C)cc3C)C2)cc1 (stereo not given)	?	?	-24.4%
CCCCCCOC(=O)c1ccc(N)cc1	-5.9%	0.8%	-14.5%
Cc1c(C(=O)Nc2cccc(F)c2)oc2c1-c1nn(Cc3c(F)cccc3Cl)cc1CC2	?	?	-9.8%
O=C(CCc1nc2ccccc2[nH]1)N1CCc2ccccc2C1	-23.0%	-7.4%	3.6%
COC(=O)CCC(=O)COc1ccccc1C#N	10.9%	-2.5%	-5.6%
Cc1ccc([C@H]2C[C@@H](n3cc(-c4ccc(F)cc4)nn3)[C@H](O)CN2CC2CCCCC2)cc1	-87.4%	?	.
COc1cc2c(cc1NS(=O)(=O)N1CCCC1)oc1ccccc12	?	-26.3%	-2.2%
CCOc1ccc(-c2cc(N)n(S(=O)(=O)c3ccc(OC)cc3)n2)cc1	?	?	-14.3%
COc1ccccc1-c1noc2c1C(=O)N(Cc1cn(-c3ccccc3)nn1)CC2	-22.1%	?	.
O=C(Nc1ccc(F)cc1)C1CCN(c2ncnc3c2nc2n3CCCCC2)CC1	?	18.4µM*	1.0%
Cc1cccc(C(=O)OCC(=O)NCCCc2ccccc2)c1	28.8%	-2.3%	-11.7%

# Whole records, looked up by structure. Order of screens: TDP1 cell CPT	DT40 TDP1 no CPT	KAT2A inh
# O=C(CCc1nc2ccccc2[nH]1)N1CCc2ccccc2C1 in the list: -23.0%	-7.4%	3.6%
# CCCCCCOC(=O)c1ccc(N)cc1 in the list: -5.9%	0.8%	-14.5%
# COc1ccc(N2CCC(CNC(=S)Nc3c(C)cc(C)cc3C)C2)cc1 (stereo not given) in the list: ?	?	-24.4%

# New compounds follow.
SMILES	TDP1 cell CPT	DT40 TDP1 no CPT	KAT2A inh
Cc1ccccc1OCC(O)Cn1c(=N)n(CCN2CCCCC2)c2ccccc21 (stereo not given)	5.8µM*	4.61µM*	-0.7%
COc1ccccc1OCCCCNC(C)(C)C	2.7%	-1.1%	-7.8%
CC/C(=C/c1sc2ccccc2[n+]1CC)SC	13µM*	11.6µM*	-7.6%
COc1cccc(/C=C2\SC(=S)N(NC(=O)c3ccncc3)C2=O)c1	?	-29.2%	-3.5%
CCN1CCN(C(=O)CCS(=O)(=O)c2cc3c(cc2Cl)NC(=O)CO3)CC1	-0.8%	-23.0%	?
O=C(Nc1ccccc1)C1=C[C@@H](c2ccc(C(F)(F)F)cc2)C[C@@H](OCc2ccc(CO)cc2)O1	23.1µM*	18.4µM*	-15.5%
Nc1nc(Nc2ccccc2F)sc1C(=O)c1ccc(Cl)cc1	?	?	-0.4%
